High-throughput results from PubChem BioAssay.
BRCA1 expr up: BRCA1 expression activation. 1.1% of 380,000 active. MCF7-BRCA1-FFLuc reporter, luminescence, 48 h; response scale: scaled: vehicle 0%, 10 µM genistein 100%. Potency, µM (titrated, usually from 46.1 µM), for inactives: at the top dose activation, most hits filed as activators; further: nearly all actives have a fitted effect of over 80% in size; some results filed as inactive show a strong effect at the top dose
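Luminescence from a BRCA1-driven firefly luciferase in MCF7 cells was the read-out, taken 15 min after substrate addition following 48 h compound exposure at 37 °C. Data were normalized to a 10 microM genistein control and DMSO vehicle.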
MBNL1-CUG inh: inhibitors of human MBNL1 binding to CUG repeat RNA; Q9NR56; TR-FRET MBNL1-His/biotin-(CUG)12 binding, 665/545 ratio; 0.036% of 280,000 active; AID 2675; Potency, µM (series often up to 57.5 µM), inactives show at the top dose activity change, negative = inhibition, usual class: inhibitors; active means well fitted inhibition curve with a large enough effect in the signal ratio, with a control signal flat, not every such curve was filed as active; inconclusive means small, poorly fitted or top-dose-only effect, or effect the other way, or a change in a side signal; inactive means no such curve, though single readings can be large or run the other way; the % refers to the signal ratio; further: on the % scale 0 is the no-effect control and ±100 the full control effect
Target sequence (Q9NR56 whole entry, looked up): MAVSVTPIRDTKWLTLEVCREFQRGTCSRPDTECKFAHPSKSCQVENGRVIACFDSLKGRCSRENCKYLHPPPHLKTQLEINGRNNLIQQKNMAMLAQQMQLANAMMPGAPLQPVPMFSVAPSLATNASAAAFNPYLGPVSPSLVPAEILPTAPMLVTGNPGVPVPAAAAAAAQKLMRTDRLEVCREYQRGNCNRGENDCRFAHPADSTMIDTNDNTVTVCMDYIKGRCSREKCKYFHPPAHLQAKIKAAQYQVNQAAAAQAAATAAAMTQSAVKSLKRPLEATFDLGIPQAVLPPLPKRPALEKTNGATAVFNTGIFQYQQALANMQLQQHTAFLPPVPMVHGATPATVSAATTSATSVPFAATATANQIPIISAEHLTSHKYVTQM
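TR-FRET readout: Ex 340 nm, 665/545 nm emission ratio, normalized to buffer-only (basal) and MBNL1-(CUG)12 controls. Complex of MBNL1-His with Biotin-(CUG)12, compounds 92 nM–58 uM, incubated 60 min at room temperature.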
Rab9 promoter act: activates the Rab9 promoter | Huh7 Rab9 promoter-luciferase reporter, luminescence, 24 h | Potency, µM (series often up to 9.22 µM), inactives show at the top dose activation, negative = inhibition, most hits filed as activators | 2.8% of 320,000 active | AID 485297; further: % of control where 0% means no effect; nearly all actives have a fitted effect of over 60% in size
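Huh7 reporter line, Rab9 promoter upstream of luciferase. Compound exposure 24 h at 37 °C in reduced-serum medium with 10% FBS. Read-out: luminescence.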
uPA generation: inhibitors of cell surface uPA generation; cell surface uPA generation assay, qHTS; Potency, µM (series often up to 38.3 µM), for inactives: at the highest dose activity change, negative = inhibition, actives largely listed as inhibitors; 0.31% of 330,000 active; AID 540303; active means well fitted inhibition curve with a large enough effect; inconclusive means small, poorly fitted or top-dose-only effect; inactive means no such curve, though single readings can be large or run the other way; tested in mouse RAW 264.7 cells; further: on the % scale 0 is the no-effect control and ±100 the full control effect; nearly all actives have a fitted effect of over 55% in size
ELG1 genotox: induces genotoxicity in HEK293T cells with luciferase-tagged ELG1 | Potency, µM (top dose mostly 46 µM), for inactives: top-dose activity change, positive = activation, most hits filed as activators | HEK293T ELG1-luciferase reporter, luminescence, 16 h | 1.3% of 330,000 active; further: % of control where 0% means no effect; nearly all actives have a fitted effect of over 60% in size
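HEK293T cells expressing luciferase-tagged ELG1 were treated with compound or DMSO for 16 hr at 37°C. Luciferase activity was then read after 30 min with ONE-Glo at room temperature; rising signal flags genetic stress.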
VP16 counter: counter-screen for ROR gamma inhibitors: Gal4-VP16 reporter; Drosophila S2 Gal4-VP16 UAS-luciferase, luminescence, 20 h; Potency, µM (highest dose often 53.6 µM), inactives show top-dose activity, negative = inhibition, actives largely listed as inhibitors; 3.5% of 310,000 active;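 further: Gal4-VP16 expression switched on by copper sulfate through the metallothionein promoter; on the % scale 0 is the no-effect control and ±100 the full control effect; nearly all actives have a fitted effect of over 50% in size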
p53 reactivator: mutant p53 re-activation in reporter cells | H1299 p53-A138V BP100-luciferase reporter, luminescence, 24 h | Potency, µM (doses to about 92.2 µM), without a hit: at the highest dose activity change, positive = activation, most hits filed as activators | 0.063% of 320,000 active | AID 504706; further: % of control where 0% means no effect; nearly all actives have a fitted effect of over 45% in size
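H1299 (p53-null), stable ts p53-A138V + BP100-Luc; 1000 cells/well, Opti-MEM/10% FBS; cpd 4 pt, 1:5; 24 h, 37 deg C, 5% CO2; detection reagent 10 min RT; luminescence.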
RORgamma inh: inhibitors of mouse ROR gamma transcriptional activity; 5.4% of 310,000 active; P51450; Drosophila S2 Gal4-RORgamma UAS-luciferase reporter, 20 h; Potency, µM (titrated, usually from 53.6 µM), inactives show at the highest dose activity change, negative = inhibition, hits mostly inhibitors; further: on the % scale 0 is the no-effect control and ±100 the full control effect; nearly all actives have a fitted effect of over 60% in size
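Read-out: Photinus luciferase luminescence; inhibitors lower reporter signal. Insect Schneider cells with Gal4-ROR gamma fusion under metallothionein promoter, UAS reporter; 700 uM final copper sulfate induction, 20 hr, ambient temperature.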
FLuc modulator: firefly luciferase modulation, counter-screen for miR-21 project; purified FLuc, Km substrates, luminescence inhibition; 6.9% of 360,000 active; AID 588342; Potency, µM (series often up to 57.5 µM), inactives show top-dose activity change, negative = inhibition, hits mostly inhibitors; P08659;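 further: plate controls were vehicle for no effect and reference inhibitor for full effect; nearly all actives have a fitted effect of over 55% in size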
Target sequence (P08659 whole entry, looked up): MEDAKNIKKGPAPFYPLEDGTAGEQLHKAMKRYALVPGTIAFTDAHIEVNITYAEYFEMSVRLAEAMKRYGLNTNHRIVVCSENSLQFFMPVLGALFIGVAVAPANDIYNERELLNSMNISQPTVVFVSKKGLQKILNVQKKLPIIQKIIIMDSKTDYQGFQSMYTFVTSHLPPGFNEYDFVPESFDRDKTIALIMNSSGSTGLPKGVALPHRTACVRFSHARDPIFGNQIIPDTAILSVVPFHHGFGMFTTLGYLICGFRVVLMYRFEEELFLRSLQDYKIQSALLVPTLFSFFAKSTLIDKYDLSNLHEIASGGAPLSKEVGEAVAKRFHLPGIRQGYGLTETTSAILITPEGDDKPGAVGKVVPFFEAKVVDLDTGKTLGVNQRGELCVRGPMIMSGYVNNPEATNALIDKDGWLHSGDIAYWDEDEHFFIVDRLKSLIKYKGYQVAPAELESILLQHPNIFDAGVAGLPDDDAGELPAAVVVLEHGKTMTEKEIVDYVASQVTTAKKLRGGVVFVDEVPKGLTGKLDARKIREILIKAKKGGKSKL
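Purified P. pyralis luciferase, 10 nM final, with Km-level 10 uM D-luciferin and 10 uM ATP in 50 mM Tris acetate pH 7.5, 10 mM Mg acetate, 0.01% Tween-20, 0.05% BSA; 6-point qHTS titration about 60 µM downward; luminescence read.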
NPC1 promoter act: activates the NPC1 promoter; Huh7 NPC1 promoter luciferase reporter, 24 h; Potency, µM (highest dose often 9.22 µM), for inactives: at the top dose activation, usual class: activators; 2.4% of 320,000 active; AID 485313;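 further: % of control where 0% means no effect; nearly all actives have a fitted effect of over 60% in size; reporter is driven by a mutant NPC1 promoter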
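Cells: Huh7 expressing luciferase under the NPC1 promoter, 1500/well. Seeded 2 h, compound added, incubated 24 h at 37 °C. Luciferase reagent, 10 min ambient, then luminescence.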
CXXC DNA block: blocks binding of human MLL CXXC domain to DNA; MLL-CXXC / FITC-HOXA9 DNA fluorescence polarization; Q03164; Potency, µM (doses to about 115 µM), inactives show top-dose activity change, negative = inhibition, hits mostly inhibitors; 0.037% of 290,000 active; active means well fitted inhibition curve with a large enough effect in the polarisation, with a control signal flat, not every such curve was filed as active; inconclusive means small, poorly fitted or top-dose-only effect, or effect the other way, or a change in a side signal; inactive means no such curve, though single readings can be large or run the other way; the % refers to the polarisation
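Fluorescence polarization: 7 uM MLL-CXXC (stock) preincubated 5 min with compounds, then 50 nM fluorescein-HOX-A9 DNA (stock) added; 30 min ambient. Buffer 50 mM Tris-HCl pH 7.5, 50 mM NaCl, 1 mM DTT, 0.05% BSA.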
Numbers without * were called inactive; ? = inconclusive; nt = not tested or not shown; [ ] = another dose, or the depositor's remark. Unless noted, the call rests on the fitted dose curve; in most records, active means well fitted curve in the direction sought with a large enough effect; inconclusive means small, poorly fitted or top-dose-only effect, or another doubt; inactive means no such curve, though single readings can be large; an effect the other way counts as inactive or inconclusive. Potency means the concentration at half of the fitted maximal effect. These rows are one share of the data. The share of hits here may be higher or lower than overall.

no. | SMILES | BRCA1 expr up | MBNL1-CUG inh | Rab9 promoter act | uPA generation | ELG1 genotox | VP16 counter | p53 reactivator | RORgamma inh | FLuc modulator | NPC1 promoter act | CXXC DNA block
1 | O=C(Nc1cccc(-c2nn[nH]n2)c1)c1ccc(Br)s1 | -4% | 22% | 27% | -27% | -1% | -1% | 15% | 20% | 12µM* | 1% | 17%
2 | COc1ccc2[nH]c(=O)c(CN(Cc3ccccc3)C(=S)NCC3CCCO3)cc2c1 (stereo not given) | -10% | -8% | -9% | -14% | -7% | ? | -5% | 41% | -2% | -2% | -3%
3 | O=C(CSc1ccc(-c2cccnc2)nn1)Nc1ccc(F)cc1F | -30% | 2% | -10% | -1% | -6% | -3% | -2% | 0% | 0% | 0% | 11%
4 | Cc1cc(N2CCCC(C(=O)Nc3cccc(Cl)c3)C2)n2ncnc2n1 (stereo not given) | -19% | -2% | -4% | -2% | 0% | -4% | -2% | 19% | -2% | -1% | 6%
5 | CCOC(=O)C1=C(COC(=O)CCOc2ccccc2C)NC(=O)NC1C (stereo not given) | 15% | nt | 9% | -4% | 8% | nt | -1% | nt | -20% | 5% | nt
6 | Cc1cc(C)c[n+](-c2nc3ccccc3nc2[N-]S(=O)(=O)c2ccc(Cl)cc2)c1 | -11% | ? | -5% | -10% | 0% | 8% | -5% | 2% | 2% | -4% | 12%
7 | CSc1ccccc1OCc1cc(C(=O)N(C)Cc2c(C)n[nH]c2C)no1 | -2% | -3% | 4% | -2% | -1% | -1% | 2% | 26% | 1% | -7% | 8%
8 | C=CCn1c(C)cc(C(=O)COC(=O)/C=C/c2cccc(OC)c2)c1C | 26% | 10% | 1% | -13% | -3% | -18% | -2% | -1% | ? | 0% | -4%

Next part (two carried over from the part before).
no. | SMILES | BRCA1 expr up | MBNL1-CUG inh | Rab9 promoter act | uPA generation | ELG1 genotox | VP16 counter | p53 reactivator | RORgamma inh | FLuc modulator | NPC1 promoter act | CXXC DNA block
7 | CSc1ccccc1OCc1cc(C(=O)N(C)Cc2c(C)n[nH]c2C)no1 | -2% | -3% | 4% | -2% | -1% | -1% | 2% | 26% | 1% | -7% | 8%
8 | C=CCn1c(C)cc(C(=O)COC(=O)/C=C/c2cccc(OC)c2)c1C | 26% | 10% | 1% | -13% | -3% | -18% | -2% | -1% | ? | 0% | -4%
9 | COc1cc(O)c2c(=O)c3c(OC)c(O)ccc3oc2c1 | 97% | -11% | 8% | -21% | ? | -7% | ? | ? | 19µM* | 2% | 8%
10 | O=C(NCC(=O)N(c1cccnc1)C(C(=O)NC1CCCC1)c1cccs1)c1cccs1 (stereo not given) | 1% | -7% | 1% | -4% | 3% | -4% | -1% | -17% | 6% | -3% | 41%
11 | CC(C)CNC(=O)Nc1ccccc1F | 30% | -8% | -2% | 11% | 0% | -2% | -2% | 10% | 2% | -2% | 3%
12 | COc1ccc(S(=O)(=O)Nc2cc3c4c(c2)CCC(=O)N4CCC3)cc1C | -42% | nt | 0% | -4% | 1% | nt | -3% | nt | -2% | -5% | nt
13 | Nc1nc2n(n1)C(c1ccccc1)CC(c1ccc(F)cc1)N2 (stereo not given) | 4% | -6% | 2% | -6% | 0% | 5% | -5% | -8% | 4% | 1% | -3%
14 | Cc1cc(Cl)c(S(=O)(=O)N/N=C/c2ccc3c(c2)OCO3)c(Cl)c1 | 6% | 12% | 12% | -2% | 6% | -21% | 11% | 12% | 15µM* | 16% | -10%
15 | O=C(N/N=C\c1c(O)ccc2ccccc12)c1ccc(O)cc1 | -66% | 22% | 3% | ? | 23% | 5.6µM* | 21% | 5µM* | 12µM* | -41%[inhibitor] | 28%
16 | CS(=O)(=O)N(CC(=O)N1CCCC1)c1cccc(F)c1 | -6% | 1% | -2% | -5% | 0% | 1% | 11% | 1% | -9% | 1% | -5%

Along the list, quoted from above.
BRCA1 expr up, nos. 9 to 16: 97%, 1%, 30%, -42%, 4%, 6%, -66%, -6%
p53 reactivator, nos. 9 to 16: ?, -1%, -2%, -3%, -5%, 11%, 21%, 11%

Further records
no. | SMILES | BRCA1 expr up | MBNL1-CUG inh | Rab9 promoter act | uPA generation | ELG1 genotox | VP16 counter | p53 reactivator | RORgamma inh | FLuc modulator | NPC1 promoter act | CXXC DNA block
17 | COC(=O)c1ccc(CNC(=O)COC(=O)c2ccccc2-c2ccccc2)cc1 | -11% | nt | -8% | -2% | -4% | nt | -2% | nt | ? | -4% | nt
18 | Cc1ccc2nc(SCC(=O)Nc3cc(C(C)(C)C)nn3-c3ccccc3)[nH]c2c1 | -21% | -5% | -2% | -6% | -3% | ? | -3% | ? | 0% | -1% | 2%
19 | COc1ccc(N2CCN(C(=O)C(=O)c3c(C)[nH]c4ccccc34)CC2)cc1 | -7% | 4% | 0% | 0% | 2% | 14% | -7% | 38% | 2% | -1% | 6%
20 | O=C(/C=C/c1cccs1)Nc1ccncc1 | ? | nt | 27% | -9% | 18% | -4% | ? | 17% | 13µM* | 16% | -7%
21 | CC1CCCCN1C(=O)C1CC(c2ccc(F)cc2)=NO1 (stereo not given) | ? | 17% | 2µM* | nt | 18% | -24% | ? | ? | 21µM* | ? | 4%
22 | COc1ccc(C(CNC(=O)Cn2[nH]c(=O)c3ccccc3c2=O)N2CCCC2)cc1 (stereo not given) | 38% | -22% | 4% | 7% | 4% | -11% | -8% | 12%[10 µM] | 1% | 8% | -4%
23 | Cc1ccc(C)c(Oc2nnnn2-c2ccccc2)c1 | 5% | -1% | 3% | 1% | 1% | -1% | ? | -10% | -3% | -2% | 19%
24 | CC(C)NC(=O)NC(=O)COC(=O)Cc1ccsc1 | -3% | -9% | 3% | 1% | 7% | -2% | 2% | -10% | 9% | -1% | 6%

Three entries out of the list above, ordered by their value in Rab9 promoter act, ascending:
item	Molecule	Rab9 promoter act
17	COC(=O)c1ccc(CNC(=O)COC(=O)c2ccccc2-c2ccccc2)cc1	-8%
6	Cc1cc(C)c[n+](-c2nc3ccccc3nc2[N-]S(=O)(=O)c2ccc(Cl)cc2)c1	-5%
7	CSc1ccccc1OCc1cc(C(=O)N(C)Cc2c(C)n[nH]c2C)no1	4%

Next entries
no. | SMILES | BRCA1 expr up | MBNL1-CUG inh | Rab9 promoter act | uPA generation | ELG1 genotox | VP16 counter | p53 reactivator | RORgamma inh | FLuc modulator | NPC1 promoter act | CXXC DNA block
25 | CC(C(=O)NCc1ccco1)c1ccc([N+](=O)[O-])cc1 (stereo not given) | -28% | ? | 0% | -19% | -4% | 3%[10 µM] | 8% | 1% | 1% | -3% | -7%
26 | CCOC(=O)c1ccc(N=C2SC(C(=O)NCCc3ccccc3)CC(=O)N2C)cc1 (stereo not given) | -1% | -7% | -11% | 5% | -6% | -2% | 6% | 7% | -1% | -1% | -20%
27 | NC(=O)c1ccccc1NC(=O)CSc1nc2c(c(=O)[nH]1)CCCC2 | -32% | -1% | -1% | 2% | -7% | -2% | 0% | 1% | 8% | -1% | 3%
28 | Cc1cc(SCc2c(F)cccc2Cl)nc(=O)[nH]1 | 12% | 0% | 9% | 5% | -4% | 3% | -2% | 2% | 1% | 4% | 10%
29 | CCC(C)NC(=O)CSC1=Nc2ccccc2C2=NC(CC(=O)NCc3ccc(F)cc3)C(=O)N12 (stereo not given) | 7% | 4% | -8% | -1% | 0% | -2% | -7% | 0% | 1% | 0% | 17%
30 | Cc1ccc(S(=O)(=O)NCc2ccccn2)c(C)c1 | 0% | 1% | -1% | -15% | 1% | 4% | nt | ? | 3% | 0% | 16%
31 | N#C/C(=C1/C(=O)Nc2ccc(Br)cc21)c1ccccn1 | -42% | -2% | 2% | ? | -4% | 0% | -3% | -48% | 4% | 2% | 2%
32 | CCC(=O)c1cc2c(cc1NC(=O)C(C)C)OCCO2 | -19% | 3% | 3% | -5% | 1% | 3% | -1% | 10% | 4% | -7% | 1%
33 | COc1ccccc1CNS(=O)(=O)c1ccc(-n2cccn2)cc1 | -15% | -6% | -1% | -5% | -8% | 0% | -5% | 37% | 0% | -3% | -4%
34 | COc1ccc(CCNC(=O)C2CCN(C(=O)c3ccc(Cl)cc3)CC2)cc1OC | -8% | -3% | 6% | 2% | -5% | 4% | -16% | 33% | 2% | 2% | -2%
35 | Nc1nnn(Cc2ccccc2)n1 | 4% | 3% | 0% | 2% | 1% | 11% | 17% | ? | 3% | -2% | 1%
36 | O=C(CCS(=O)(=O)c1cccs1)Nc1ccc(C(=O)NCc2ccc(F)cc2)cc1 | -30% | 19% | 12% | -6% | 1% | -19% | -1% | -3% | -3% | 0% | -2%
